PP5 primary = PP5 phosphatase inhibitors, primary screen, biochemical, fluorescence | Serine/threonine-protein phosphatase 5 (Homo sapiens), P53041 | purified PP5c, OMFP substrate fluorescence | inhibition, % at 6.7 µM | 0.18% of 320,000 active;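 active = inhibition above the campaign's mean inhibition across all tested compounds plus 3 SD, cut at about 9.5% in these data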;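 also: 0% = DMSO only and 100% = 100 µM cantharidin control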
EBNA-1 inh = EBNA-1 DNA-binding inhibitors, primary screen, biochemical, fluorescence polarization; inhibition, % at 14.8 µM; 0.34% of 300,000 active; AID 1950, 2009; in the data active = inhibition above about 28%
HCV core dimer = inhibitors of HCV core protein dimerization, primary screen, biochemical, TR-FRET, high-throughput | inhibition, % at 5 µM | AID 1899, 2009 | 0.33% of 300,000 active | TR-FRET GST/Flag-core106 dimerization, 1536-well;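 active = inhibition above the mean of all tested compounds plus 3 SD, set per screening campaign, cut at about 45% in these data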
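Assay system: tagged HCV core106 pair (GST and Flag); medium: KF-containing HEPES buffer, pH 7.45, DTT, CHAPS, BSA; also added: Eu donor and XL665 acceptor anti-tag antibodies; dosing: 5 µM single dose; timing: compound-protein-antibody incubation 4 h at 22.5 °C; signal: TR-FRET 671 and 617 nm emission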
PREPL inhibitor = PREPL enzyme inhibitors, primary screen, biochemical, fluorescence polarization. Prolyl endopeptidase-like (Homo sapiens), Q4J6C6. recombinant PREPL, fluorescence polarization activity-based probe. inhibition, % at 5.96 µM. 0.68% of 320,000 active. AID 2751, 2010; in the data active = inhibition above about 43%;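 also: 0% = enzyme with DMSO and 100% = wells lacking enzyme; many of its hits are not listed in these tables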
Target sequence (Q4J6C6 whole entry, looked up): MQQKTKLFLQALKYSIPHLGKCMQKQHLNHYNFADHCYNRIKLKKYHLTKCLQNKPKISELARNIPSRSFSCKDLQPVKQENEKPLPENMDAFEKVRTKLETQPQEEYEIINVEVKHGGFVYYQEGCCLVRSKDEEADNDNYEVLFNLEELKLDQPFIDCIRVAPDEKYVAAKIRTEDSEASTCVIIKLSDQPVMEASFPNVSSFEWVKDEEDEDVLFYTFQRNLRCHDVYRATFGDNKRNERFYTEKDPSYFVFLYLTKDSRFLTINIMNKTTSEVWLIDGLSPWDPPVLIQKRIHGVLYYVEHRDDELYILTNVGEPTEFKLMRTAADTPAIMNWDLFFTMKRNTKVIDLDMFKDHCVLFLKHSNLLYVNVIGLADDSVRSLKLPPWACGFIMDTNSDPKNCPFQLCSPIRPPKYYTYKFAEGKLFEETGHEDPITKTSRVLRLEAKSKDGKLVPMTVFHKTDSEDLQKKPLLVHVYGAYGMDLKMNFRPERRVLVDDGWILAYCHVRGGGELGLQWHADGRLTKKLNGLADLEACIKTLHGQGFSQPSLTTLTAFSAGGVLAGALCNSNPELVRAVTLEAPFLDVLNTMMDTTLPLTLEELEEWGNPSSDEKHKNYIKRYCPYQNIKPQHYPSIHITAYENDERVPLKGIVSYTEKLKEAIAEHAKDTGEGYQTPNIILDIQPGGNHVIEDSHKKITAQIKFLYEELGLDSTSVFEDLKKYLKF
TPT1 inhibitor = Candida albicans TPT1 enzyme inhibitors, primary screen, biochemical, fluorescence polarization; recombinant caTPT1, FP RNA substrate dephosphorylation; 0.81% of 300,000 active; AID 1962, 2009; inhibition, % at 5 µM;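 active = inhibition above the mean of all tested compounds plus 3 SD, set per screening campaign, cut at about 24% in these data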;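 also: plate controls were DMSO alone for no effect and ferristatin control at 100 nM for full effect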
Efflux pump mplx = inhibitors of Candida efflux pumps in yeast, primary screen, S. cerevisiae, Nile Red, multiplex | S. cerevisiae Candida pump triplex | inhibition, % at 10 µM | 0.44% of 330,000 active | AID 485275, 2010;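 active = plate passing quality check with inhibition over a set limit, or well fluorescence over plate mean plus 4 SD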;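 also: Nile Red retained in pooled yeast measured as flow cytometry median fluorescence; 0% = buffer negative control and 100% = Enniatin B positive control; higher means more Nile Red kept so more efflux inhibition; some compounds called inactive have numbers as strong as hits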
ZTA counter = ZTA (EBV) inhibition in EBNA-1 counter-screen | ZTA-DNA binding, fluorescence polarization | inhibition, % at 11 µM | 0.15% of 320,000 active | AID 2234; in the data active = inhibition above about 33%
PP1 inh = PP1-alpha phosphatase inhibitors, primary screen, counter-screen for PP5 inhibitor project, biochemical, fluorescence, OMFP substrate, single point; 0.9% of 320,000 active; purified PP1alpha; Serine/threonine-protein phosphatase PP1-alpha catalytic subunit (Homo sapiens), P62136; inhibition, % at 6.7 µM;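 active = inhibition above the mean inhibition of all tested compounds plus 3 SD, computed separately for each screening campaign, cut at about 15% in these data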
Target sequence (P62136 whole entry, looked up): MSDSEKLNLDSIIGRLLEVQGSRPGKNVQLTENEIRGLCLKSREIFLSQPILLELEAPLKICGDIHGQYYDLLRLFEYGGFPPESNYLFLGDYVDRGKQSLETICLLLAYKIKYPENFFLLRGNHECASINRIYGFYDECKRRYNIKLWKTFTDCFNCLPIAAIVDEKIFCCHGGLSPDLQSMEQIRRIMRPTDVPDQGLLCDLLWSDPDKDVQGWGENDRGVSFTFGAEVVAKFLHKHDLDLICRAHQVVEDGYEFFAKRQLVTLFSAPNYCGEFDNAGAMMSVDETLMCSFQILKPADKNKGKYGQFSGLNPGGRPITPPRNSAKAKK
Fh CTSL1 inh = Fasciola hepatica cathepsin L1 inhibitors, primary screen, counter-screen for PFM18AAP inhibitor project, biochemical, QFRET, fluorogenic peptide substrate | 0.49% of 300,000 active | AID 1906, 2009 | recombinant F. hepatica cathepsin L1, Z-Leu-Arg-MCA fluorescence | inhibition, % at 5.96 µM;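 active = inhibition above the mean of all tested compounds plus 3 SD, set per screening campaign, cut at about 17% in these data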;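 also: 0% = plate median of test compound wells and 100% = 1 µM Z-Phe-Ala-diazomethylketone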
Starred values were filed as active, the others as inactive; . = no result given; & = joins results of further samples. This is a subset, so the mix of outcomes need not match the whole.

#	Structure	PP5 primary	EBNA-1 inh	HCV core dimer	PREPL inhibitor	TPT1 inhibitor	Efflux pump mplx	ZTA counter	PP1 inh	Fh CTSL1 inh
1	C=CCC1(C)C(=O)N(c2ccccc2)c2ccccc21 (stereo not given)	-0.5	1	6	-14	1	-0.1	3	-4	9
2	CC(=O)c1ccc(Oc2cc(C)nc(-n3nc(C)cc3C)n2)cc1	1.5	1	1	1	-5	-0.2	-4	1	-2
3	CCOc1ccc(-n2nc3c(Cl)nnc(C)c3c2C)cc1	0.3	11	1	1	11	0.0	-8	1	-5
4	CC(C)NC(=O)/C(C#N)=C\c1ccc(N(C)C)o1	-1.2	-7	-28	4	153*	-0.1	6	-1	5
5	COC(=O)c1scc(C)c1NC(=O)CC1NCCNC1=O (stereo not given)	-2.0	-4	-3	-2	-3	-0.3	-21	-1	-2
6	CCC(C(=O)N1CCOCC1)n1nc(C)n2c(cc3cc(C)ccc32)c1=O (stereo not given)	-0.6	-5	-6	3	0	0.0	3	-3	2
7	COc1ccc(S(=O)(=O)Cc2ccc(C(=O)O)o2)cc1	-1.0	18	-1	-3	-1	-0.3	15	-1	-3
8	COc1cc(Cl)ccc1OCc1cc(C(=O)NCCCN2CCCC2=O)no1	-0.2	2	-2	-1	0	0.1	-5	0	-3
9	O=C(Nc1ccccc1)c1ccc(-c2ccc(Br)cc2)o1	3.8	-4	30	2	3	-0.1	-3	0	0
10	CCc1cc2c(=O)n(CC(C)C)cnc2s1	-0.3	-3	-9	18	-5	0.3	8	-2	5
11	CCC(=O)N1CCN(c2ccc(OC)cc2[N+](=O)[O-])CC1	-1.6	1	2	11	-1	-0.1	1	-3	1
12	COc1ccc(/C=C/C(=O)c2ccc(NC3=NCCCS3)cc2)cc1OC	2.0	5	4	-2	-2	0.1	-20	-2	0
13	Cc1ccc(-c2nnn(Cc3nc4ccccc4s3)n2)cc1	3.7	-15	-11	-35	-2	0.0	-10	-8	16
14	CC(CCCC(C)(C)O)NC(=O)c1ccc2oc(CCc3ccccc3)nc2c1 (stereo not given)	3.1	0	-1	4	-1	0.1	1	1	-1
15	CN1C(=O)Cc2cc(S(=O)(=O)N3CCN(c4cccc(C(F)(F)F)c4)CC3)ccc21	5.1	3	-6	-7	-1	-0.3	1	4	3
16	CCN(CC)S(=O)(=O)c1cccc(C(=O)N/N=C/c2ccc(O)c(O)c2O)c1	2.9	-8	3	10	10	-0.1	3	20*	-3
17	CCn1c(SCC(=O)NC2CCCCC2)nnc1C(CO)NC(=O)c1ccccc1 (stereo not given)	-1.0	-3	-2	11	-1	1.9	-16	-1	0
18	Cc1ccccc1-n1cnnc1SCC(=O)N1CCN(c2ccccc2)CC1	0.6	6	0	25	-2	-0.1	-20	0	-1
19	Cc1cc(C(=O)NCCc2ccc(Cl)cc2)c2ccccc2n1	-0.3	-4	0	11	1	0.0	8	-2	-1
20	O=C(Nc1ccc(N2CCOCC2)cc1)c1cccc(-n2cnnc2)c1	-0.5	6	-6	8	3	-0.1	5	-2	0
21	COc1ccc(S(=O)Cc2ccc(C(=O)NC3CC3)o2)cc1 (stereo not given)	-1.7	-13	-17	4	0	0.2	7	-9	-3
22	O=C(NC(=S)Nc1ccccc1Br)c1ccco1	4.0	-2	-15	21	-3	0.1	-16	1	3
23	CCN(CC(=O)Nc1ccc(Cl)c(S(=O)(=O)N(C)C)c1)CC(=O)NC(C)C	3.3	-19	-5	5	0	0.1	-8	-3	-7
24	COc1ccc(NC(C)=O)cc1NC(C)C(=O)Nc1ccc(S(=O)(=O)N2CCCCC2)cc1 (stereo not given)	-1.8	.	.	3	.	-0.3	1	-3	.
25	CC(=O)[C@H]1CC[C@H]2[C@@H]3CC=C4C[C@@H](O)CC[C@]4(C)[C@H]3CC[C@]12C	0.5	-5	-3	5	-1	0.1	1	-4	0
26	Cc1ccc(C(=O)NNC(=O)CSc2nnc3c(n2)[nH]c2ccc(C)cc23)cc1	2.5	-3	7	16	1	0.0	-15	-3	2
27	O=C(Nc1ccc2c(c1)OCCO2)c1cc2sccc2n1Cc1ccc(F)cc1	-0.9	-8	17	1	1	0.2	8	1	5
28	CCSc1nc(C2CC2)cc(-c2ccco2)c1C#N	1.1	-11	11	5	9	0.3	13	2	2
29	OCC[C@H]1C[C@@H](O)[C@H](O)[C@@]2(OCc3ccccc32)O1	1.7	-8	-15	9	1	.	-11	3	2
30	Cc1ccc(C(=O)Nc2ccc3c(c2)C(=O)N(C)C3=O)c(C)c1	1.4	-4	15	9	-1	0.5	7	1	4
31	c1ccc(-c2nc(N3CCNCC3)nc3ccccc23)cc1	1.4	1	-9	13	0	0.0	17	0	-1
32	COCCN(CCOC)C(=O)C1CCN(c2ccc(S(=O)(=O)N3CCOCC3)cc2[N+](=O)[O-])CC1	-0.7	-5	0	7	-1	0.0	-8	-4	1
33	COCC(C)NC(=O)C1CCN(S(=O)(=O)c2ccc3ccccc3c2)CC1 (stereo not given)	0.5	10	0	1	-3	0.0	10	-4	-1
34	COc1cccc(CSc2nnc(-c3ccc(F)cc3)o2)c1	0.9	14	3	5	0	0.0	10	-1	-2
35	Cc1ccc(C)c(S(=O)(=O)N2CCN(C(=O)CCC(=O)NCc3ccc(Cl)cc3)CC2)c1	3.7	.	.	32	.	-0.2	-1	2	.
36	O=C(O)Cn1c(O)c(C=Nc2ccccc2)sc1=S	-0.4&0.8	3&2	-12&-3	-8&-25	3&5	-0.2&0.0	0&-6	-3&-2	5&1
37	CCCN1C(=O)CC(C(=O)OC)=C1C	0.3	0	0	2	-6	0.0	12	-7	-3
38	Cc1cc(=O)[nH]c(SCC(=O)Nc2nnc(CC(C)C)s2)n1	-2.4	-3	1	19	-5	-0.1	-7	0	-3
39	CCOC(=O)C1=NN(c2ccc(F)cc2)C2=NC(C)=C(C(=O)OC)C(c3cccs3)N12 (stereo not given)	0.0	-6	-13	-1	0	-0.2	3	0	0
40	CN(CC(=O)Nc1c(Cl)cccc1Cl)C(=O)Cc1ccc2c(c1)CCC2	-0.6	5	7	-6	-2	0.0	12	-3	2
41	COC(=O)c1ccc(OC(=O)c2ccc(OC)cc2)c(OC)c1	-2.8	-2	0	34	-1	-0.1	4	-1	0
42	Cc1ccc(-c2c[n+](Cc3cccc(Cl)c3)c3n2CCC3)cc1	2.1	-10	0	3	0	0.1	-11	-4	-1
43	OCCC1CN(Cc2c(F)cccc2Cl)CCN1C1CCCC1 (stereo not given)	-0.7	9	2	-4	2	-0.1	5	-3	1
44	CCOC(=O)c1c(-c2cccs2)csc1NC(=O)C(C)(C)C	0.1	1	5	8	-3	0.0	15	-8	-2
45	O=C1c2ccccc2N2C(=O)c3ccccc3[C@H]2N1c1ccccc1	3.7	-5	6	-2	-2	0.0	-6	0	-1
46	COc1ccc(C(CCN2CCN(c3ccccc3)CC2)c2c(OC)cc(OC)c3c(-c4ccccc4)cc(=O)oc23)cc1 (stereo not given)	4.3	9	4	-3	-2	0.1	-3	8	-3
47	Cc1ccc(CCNC(=O)C2CC(c3cccc(F)c3)=NO2)cc1 (stereo not given)	2.7	2	-9	-1	0	-0.1	-3	2	-3
48	CN1CCCN(CC(O)COCc2cccs2)CC1 (stereo not given)	1.0	-7	-6	4	-4	-0.1	-17	3	5
49	COc1cccc(C(=O)Nc2c3c(nn2-c2cccc(C)c2C)CS(=O)(=O)C3)c1OC	1.8	6	-3	23	-3	0.0	-13	0	0
50	Cc1ccc(CN=C(N)Nc2nc(C)cc(C)n2)cc1	-1.1	3	0	12	-2	0.0	12	-3	-1

(list continues)
#	Structure	PP5 primary	EBNA-1 inh	HCV core dimer	PREPL inhibitor	TPT1 inhibitor	Efflux pump mplx	ZTA counter	PP1 inh	Fh CTSL1 inh
51	Cc1oc(-c2cc3c(cc2Cl)OCO3)nc1CN1CCCC(C(=O)N2CCOCC2)C1 (stereo not given)	-1.5	-11	0	32	5	0.0	-3	5	6
52	Cn1c(SCC(=O)Nc2ccccc2-c2ccccc2)nnc1-c1ccco1	0.4	5	0	13	-1	-0.1	1	-3	0
53	CCOC(=O)C1(CCOc2ccccc2)CCN(Cc2ccc3c(c2)OCCO3)CC1	0.9	-3	2	-25	-4	-0.1	-3	9	-2
54	Cc1ccc(S(=O)(=O)Nc2ccc(Cl)cc2C(=O)c2ccccc2)cc1	-1.2	7	9	13	1	0.3	6	1	-1
55	OCC1(Cc2ccc(F)cc2)CCCN(CCc2ccccc2)C1 (stereo not given)	-0.4	0	1	-72	1	0.0	21	2	0
56	CC(C)n1cnc2c(NCc3ccccc3)nc(NCc3ccccc3)nc21	5.1	6	-3	19	0	-0.1	-2	5	-1
57	CCOC(=O)C1CCN(C(=O)c2ccccc2NC(=O)c2ccc(Br)cc2)CC1	0.2	-8	3	2	-1	0.0	-8	1	-2
58	CC1=CC(C)(C)Nc2cc(C)c(C)cc21	-0.7	-4	-9	2	-5	0.8	2	-1	1
59	NC(=O)c1ccsc1NC(=O)COC(=O)c1ccc(Cl)c(N)c1	2.5	-5	15	38	0	-0.1	-12	-1	-4
60	Cc1ccc(NC(=O)CSc2nnc(-c3ccco3)o2)cc1	0.0	5	1	-13	-1	0.0	5	-3	-1

Sorted by heavy-atom count (high to low): part of the list above
#	Structure	PP5 primary	EBNA-1 inh	HCV core dimer	PREPL inhibitor	TPT1 inhibitor	Efflux pump mplx	ZTA counter	PP1 inh	Fh CTSL1 inh
53	CCOC(=O)C1(CCOc2ccccc2)CCN(Cc2ccc3c(c2)OCCO3)CC1	0.9	-3	2	-25	-4	-0.1	-3	9	-2
57	CCOC(=O)C1CCN(C(=O)c2ccccc2NC(=O)c2ccc(Br)cc2)CC1	0.2	-8	3	2	-1	0.0	-8	1	-2
56	CC(C)n1cnc2c(NCc3ccccc3)nc(NCc3ccccc3)nc21	5.1	6	-3	19	0	-0.1	-2	5	-1
54	Cc1ccc(S(=O)(=O)Nc2ccc(Cl)cc2C(=O)c2ccccc2)cc1	-1.2	7	9	13	1	0.3	6	1	-1
55	OCC1(Cc2ccc(F)cc2)CCCN(CCc2ccccc2)C1 (stereo not given)	-0.4	0	1	-72	1	0.0	21	2	0
59	NC(=O)c1ccsc1NC(=O)COC(=O)c1ccc(Cl)c(N)c1	2.5	-5	15	38	0	-0.1	-12	-1	-4
60	Cc1ccc(NC(=O)CSc2nnc(-c3ccco3)o2)cc1	0.0	5	1	-13	-1	0.0	5	-3	-1
50	Cc1ccc(CN=C(N)Nc2nc(C)cc(C)n2)cc1	-1.1	3	0	12	-2	0.0	12	-3	-1
58	CC1=CC(C)(C)Nc2cc(C)c(C)cc21	-0.7	-4	-9	2	-5	0.8	2	-1	1

Assay outcomes as filed in PubChem BioAssay.
